FXIIa inh 1536 = factor XIIa (human) inhibition; purified FXIIa, Boc-QGR-AMC fluorogenic substrate, 2 h; inhibition, % at 5 µM; hit rate 0.3% among 220,000; AID 800; in the data active = inhibition above about 40%;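 note: 0% = enzyme with no compound and 100% = blank without enzyme; many of its hits are not listed in these tables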
hK5 inh = blocks human kallikrein 5 protease activity; Q9Y337; recombinant hK5, fluorogenic AMC substrate cleavage; AID 873; inhibition, % at 5 µM; hit rate 0.59% among 210,000;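 active = inhibition of 40% or more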;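 note: 0% = enzyme controls without compound and 100% = no-enzyme blanks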
Target sequence (Q9Y337 67-293 limits assumed): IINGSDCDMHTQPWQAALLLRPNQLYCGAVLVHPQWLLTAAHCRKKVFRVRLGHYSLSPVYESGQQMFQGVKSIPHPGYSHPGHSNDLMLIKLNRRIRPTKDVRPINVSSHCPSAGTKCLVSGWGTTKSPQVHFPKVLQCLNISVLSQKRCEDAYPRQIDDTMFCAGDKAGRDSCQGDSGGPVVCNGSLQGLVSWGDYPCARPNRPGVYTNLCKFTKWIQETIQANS
Hck-Nef inh = human Hck-Nef kinase inhibition | P08631 | Recombinant Hck-YEEI plus Nef, Z-Lyte FRET kinase assay | AID 463187 | hit rate 0.68% among 220,000 | inhibition, % at 20 µM;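 active = Hck-Nef kinase inhibition above about 50%, limit read from the data; inactive = inhibition below that limit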;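 note: 0% = DMSO with Hck plus Nef and 100% = Hck alone without Nef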
14-3-3 Bad inh = disrupts binding of bovine 14-3-3 zeta to phospho-Bad peptide; TR-FRET 14-3-3zeta/Dy647-pBad peptide displacement, 1 h; inhibition, % at 21.7 µM; P63103; hit rate 0.71% among 220,000;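 active = inhibition above about 70%, limit read from the data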;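 note: 0% = full 14-3-3 plus peptide FRET controls and 100% = background without 14-3-3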
Target sequence (P63103 whole entry, looked up): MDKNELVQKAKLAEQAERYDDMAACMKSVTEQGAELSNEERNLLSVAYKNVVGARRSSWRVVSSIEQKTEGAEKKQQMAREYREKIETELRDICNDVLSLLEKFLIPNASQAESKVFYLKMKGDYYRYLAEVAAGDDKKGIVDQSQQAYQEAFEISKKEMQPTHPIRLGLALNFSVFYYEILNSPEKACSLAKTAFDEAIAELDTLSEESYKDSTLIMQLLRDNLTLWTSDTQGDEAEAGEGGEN
Runt-SMMHC FRET = blocks binding of human RUNX1 Runt domain to CBFb-SMMHC; Q01196+Q13951; Cerulean-Runt/Venus-CBFb-SMMHC FRET ratio 530/480, 1 h; inhibition, % at 20 µM; hit rate 0.74% among 220,000; AID 1434;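 active = mean inhibition across duplicate retests at 20 µM reaching about 50%, limit read from the data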;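 note: 0% = DMSO wells and 100% = wells with excess untagged CBFb-SMMHC; inhibitors lower the FRET ratio by blocking Runt binding to CBFb-SMMHC; some results filed as inactive read as strong as hits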
Wee1 stabilizer = inhibitors of human Wee1 degradation; P30291; HeLa Luc-Wee1K328M stability, luciferase luminescence; 100% = proteasome inhibitor MG132 effect; reporter increase, % at 5 µM; hit rate 1.2% among 220,000; AID 1321;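 active = activation above the mean of all tested compounds plus 3 SD, set per screening run, cut at about 8.8% in these data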;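 note: cells exposed to compound for 20 h before luminescence read; 0% = DMSO alone and 100% = MG132 at 30 µM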
FXIa inh = inhibitors of human coagulation factor XIa | P03951 | purified FXIa, Boc-Glu-Ala-Arg-AMC fluorogenic substrate | inhibition, % at 5 µM | hit rate 0.14% among 220,000;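 active = inhibition of at least 40%; inactive = inhibition below 40%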;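 note: fluorescence of freed AMC excited at 355 nm; 0% = enzyme without compound and 100% = no enzyme blank; many of its hits are not listed in these tables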
Target sequence (P03951 19-387 limits assumed): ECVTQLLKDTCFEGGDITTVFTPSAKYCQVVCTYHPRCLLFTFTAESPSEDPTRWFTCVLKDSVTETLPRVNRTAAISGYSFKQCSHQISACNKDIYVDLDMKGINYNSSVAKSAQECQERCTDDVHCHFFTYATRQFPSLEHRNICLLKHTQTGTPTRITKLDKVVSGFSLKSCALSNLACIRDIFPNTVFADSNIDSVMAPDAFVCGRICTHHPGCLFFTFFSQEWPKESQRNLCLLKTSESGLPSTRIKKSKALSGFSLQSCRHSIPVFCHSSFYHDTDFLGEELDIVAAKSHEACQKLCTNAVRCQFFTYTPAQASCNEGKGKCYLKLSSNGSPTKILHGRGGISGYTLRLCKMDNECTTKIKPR
Target sequence (P03951 388-625 limits assumed): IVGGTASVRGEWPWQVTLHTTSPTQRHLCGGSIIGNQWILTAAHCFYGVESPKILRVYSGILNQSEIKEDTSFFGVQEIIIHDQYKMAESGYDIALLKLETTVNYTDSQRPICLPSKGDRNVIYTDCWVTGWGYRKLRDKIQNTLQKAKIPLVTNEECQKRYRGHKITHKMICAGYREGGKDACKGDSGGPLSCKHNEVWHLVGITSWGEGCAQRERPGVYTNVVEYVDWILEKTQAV
Runt-CBFb FRET = Runt domain-CBFb interaction inhibition. Cerulean-Runt/Venus-CBFb FRET ratio 530/480, 1 h. Q01196+Q13951. hit rate 0.46% among 220,000. inhibition, % at 20 µM;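 active = inhibition over about 50% at 20 µM in the single-dose screen, limit read from the data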;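 note: 0% = DMSO wells and 100% = excess unlabeled CBFb competitor control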
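Schedule: protein complex preformed 1 h, compound exposure 1 h, room temperature, dark; test system: Cerulean-labeled Runt domain protein; amount: 100 nM per protein; buffer or medium: Tris 50 mM pH 7.5, KCl, K2SO4, 0.01% BSA; read-out: loss of energy transfer signal; detection: FRET fluorescence; controls: 5 µM unlabeled CBFb as full-inhibition high control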
thrombin 1536 = blocks human thrombin protease activity | P00734 | alpha-thrombin, Boc-VPR-AMC fluorogenic substrate cleavage | inhibition, % at 5 µM | hit rate 0.26% among 220,000 | AID 1046;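 active = inhibition at or above 40%; inactive = inhibition below 40%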;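 note: 0% = enzyme with no compound and 100% = wells without enzyme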
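signal = AMC fluorescence, 355/460 nm | material = human alpha-thrombin enzyme | control set = enzyme without compound as high, wells lacking enzyme as low | times = reaction at room temperature | read-out basis = percent inhibition scaled between no-compound controls and no-enzyme blanks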
An asterisk follows results filed as active; . = not tested or not shown; [ ] = another dose, or the depositor's remark.

Wee1 stabilizer	14-3-3 Bad inh	Runt-SMMHC FRET	Runt-CBFb FRET	FXIa inh	thrombin 1536	FXIIa inh 1536	hK5 inh	Hck-Nef inh	Molecule
16*	7	-1	-1	-2	-3	9	-2	29	O=C(OCC(=O)N1CCc2ccccc2C1)c1cc(=O)[nH]c2ccccc12
3	-1	-5	3	0	-1	6	4	21	O=S(=O)(c1ccc(Br)s1)N1CCNCC1
-2	4[fluorescence artefact?]	-1	-4	2	-4	2	8	2	COc1ccc(CNC(=O)CCOc2ccc(C(C)(C)C)cc2)cc1
0	6	-6	1	5	-1	15	-18	0	CCCC1(C)SC(NC(C)=O)=NN1C(C)=O (centres undefined)
4	-1	2	0	2	-8	5	-5	1	O=C(CSc1nc2ccccc2s1)Nc1ccc(N2CCOCC2)c(Cl)c1
-3	-10	1	1	2	5	14	4	-1	CCn1c(SCc2cccnc2)nc2c1c(=O)n(C)c(=O)n2C
3	2	2	-2	-2	-5	6	0	1	N#Cc1c2n(c3c(=O)n(CC(=O)c4ccc(Br)cc4)cnc13)CCCC2
-3	-6[fluorescence artefact?]	2	5	-5	-5	10	-11	1	CC(C)CC(=O)/C(=C\c1ccc(Cl)cc1Cl)n1cncn1
1	-3[fluorescence artefact?]	-5	-3	2	-10	8	12	9	Cc1ccc(C(=O)N[C@H](C(=O)OCc2cc(=O)n3c(n2)sc2ccccc23)C(C)C)cc1
3	-12	1	4	-3	14	0	-3	1	COc1cc(C(=O)NC(=S)Nc2ccc(N3CCCC3)cc2)cc(OC)c1OC
0	-2	1	-2	-5	-8	2	-1	10	C/C(=N\NC(=O)Cn1nc(C)cc1C)c1ccc([N+](=O)[O-])cc1
1	-19	-8	1	-2	-12	7	2	18	Cc1cnc(CN2CCc3c([nH]c4ccccc34)C2CC(C)C)[nH]1 (centres undefined)
2	-2	0	-1	-2	-4	5	-3	11	COc1ccccc1CNC(=O)C(C)c1ccc([N+](=O)[O-])cc1 (centres undefined)
-1	-9	26	22	-2	-1	34	0	-3	COc1ccc2c(c1)CC/C(=C\Nc1ccc3c(c1)OCO3)C2=O
-2	-11	-2	1	-1	3	10	15	0	O=C(CSc1nnc(-c2ccccc2)n1Cc1ccccc1)NC1CC1
-2	11	-37	-1	-3	2	18	-22	0	O=S(=O)(c1ccc(Br)s1)n1cccn1
-1	-14	2	1	-43	1	8	-10	22	O=C(Nc1ncc2c(n1)-c1ccccc1OC2)c1cccc([N+](=O)[O-])c1
1	-7	-4	-4	0	-7	1	6	6	Cc1c(C(=O)Nc2ccccc2)csc1-c1ccccc1
-1	7[fluorescence artefact?]	-4	0	-4	-6	-2	-11	4	CCN(CC)C(=O)c1ccc2nc3ccccc3nc2c1
5	-3	-1	2	1	-3	13	-2	-1	Cc1ccc(-c2nn[nH]n2)cc1
1	0	0	0	3	-5	10	.	-1	CCOC(=O)CC(c1ccc(N)cc1)n1c(C)ccc1C (centres undefined)
1	-1	-1	-5	4	-3	13	-6	2	COc1cc(OC)cc(C(=O)N[C@H](C(=O)OCC(=O)Nc2cccc(F)c2)C(C)C)c1
-3	-5	3	-1	1	-3	11	-1	0	Cc1occc1-c1nnc(SCC(=O)Nc2ccccc2-c2ccccc2)n1C
-1	7	-3	2	-3	0	5	-11	26	CN(CC(O)Cn1c2ccccc2c2ccccc21)S(C)(=O)=O (centres undefined)
0	-3	-2	1	-1	0	7	-21	1	COc1cccc(-c2cc(C(=O)Nc3ccc4c(c3)OCCO4)c3ccccc3n2)c1

Five entries already listed, sorted by the value under 14-3-3 Bad inh, high to low:
Wee1 stabilizer	14-3-3 Bad inh	Runt-SMMHC FRET	Runt-CBFb FRET	FXIa inh	thrombin 1536	FXIIa inh 1536	hK5 inh	Hck-Nef inh	Molecule
16*	7	-1	-1	-2	-3	9	-2	29	O=C(OCC(=O)N1CCc2ccccc2C1)c1cc(=O)[nH]c2ccccc12
0	-2	1	-2	-5	-8	2	-1	10	C/C(=N\NC(=O)Cn1nc(C)cc1C)c1ccc([N+](=O)[O-])cc1
1	-7	-4	-4	0	-7	1	6	6	Cc1c(C(=O)Nc2ccccc2)csc1-c1ccccc1
-2	-11	-2	1	-1	3	10	15	0	O=C(CSc1nnc(-c2ccccc2)n1Cc1ccccc1)NC1CC1
1	-19	-8	1	-2	-12	7	2	18	Cc1cnc(CN2CCc3c([nH]c4ccccc34)C2CC(C)C)[nH]1 (centres undefined)

The list continues:
Wee1 stabilizer	14-3-3 Bad inh	Runt-SMMHC FRET	Runt-CBFb FRET	FXIa inh	thrombin 1536	FXIIa inh 1536	hK5 inh	Hck-Nef inh	Molecule
-1	-3	2	-6	-7	2	3	-16	-10	COc1ccc(-n2c(=O)c3c(C)c(C)sc3n(Cc3ccc(F)cc3)c2=O)c(OC)c1
-2	-4	-6	0	11	2	18	-19	0	OC1(c2ccccc2)CCN(Cc2ccccc2)C2CCCCC21 (centres undefined)
-1	-9[fluorescence artefact?]	0	0	0	-9	4	-21	4	COC(=O)CON1C(=O)c2ccccc2C1=O
0	0	1	-1	-4	-11	0	-1	19	O=C(O)c1cc(-c2ccc3c(c2)OCCO3)n[nH]1
6	-5	0	-3	-1	2	9	-1	-2	CC1(C)NC(=O)N(CC(O)CN2C(=O)NC(C)(C)C2=O)C1=O
-1	2[fluorescence artefact?]	-1	-2	-3	4	5	-15	1	CCC(C)(C)n1nnnc1C(c1cc2ccc(OC)cc2[nH]c1=O)N1CCCCC1 (centres undefined)
.	1[fluorescence artefact?]	1	1	-8	3	-11	-21	.	Cc1cc(C)n2nc3nc(N4CCCCC4)nc(-c4ccco4)c3c2n1
4	-1	-2	-2	0	-3	4	-7	22	CC(=O)Nc1ccc(S(=O)(=O)N(CCCN2CCOCC2)Cc2cccs2)cc1
-1	4	3	0	2	-5	6	2	0	O=C(C1CCCN1S(=O)(=O)c1ccc(Cl)c(Cl)c1)N1CCOCC1 (centres undefined)
-2	-6	2	0	2	-1	11	-12	-2	NS(=O)(=O)c1ccc(NC(=O)COC(=O)CSc2n[nH]c(-c3ccccc3)n2)cc1
3	12[fluorescence artefact?]	4	-2	3	-4	9	2	0	COCCn1c(SCc2ccc(C(=O)OC)o2)nnc1-c1c[nH]c2ccccc12
2	8	1	2	7	-6	8	5	0	O=C(Nc1nccs1)c1cc(Cl)ccc1[N+](=O)[O-]
-3	-15	-4	-8	11	1	17	-9	13	CCC(C)Sc1nc2c(c(=O)[nH]c(=O)n2C)n1CC(O)COc1ccccc1C (centres undefined)
2	-3	-1	-2	3	0	9	11	-11	Cc1ccc(/C=N/NC(=O)NN(C)c2ncc(C(F)(F)F)cc2Cl)cc1
0	-1	0	-1	1	1	17	23	0	O=C1c2oc3ccc(Cl)cc3c(=O)c2C(c2cccc(Br)c2)N1CCO (centres undefined)
-2	-5	2	-5	-8	-8	10	-9	19	CCOC(=O)C1=C(C)N(C)C(=S)N(C)C1c1ccc(OC)cc1 (centres undefined)
-3	-6	-4	-2	-3	-10	4	-7	14	COc1ccccc1CNC(=O)CC1Sc2ccccc2NC1=O (centres undefined)
6	-10	7	2	1	-2	10	2	5	Nn1c(SCC(=O)Nc2ccc3c(c2)OCO3)nncc1=O
-2	-6	1	-1	-5	-1	6	7	12	CCN1CCN(C(=O)CN(c2ccc(F)c(Cl)c2)S(C)(=O)=O)CC1
3	8	-3	1	0	-7	10	-16	1	COc1cccc(OC)c1NC(=O)C1CCCN1C(=O)NCc1ccccc1 (centres undefined)
-1	3	-4	-1	-5	4	2	-4	25	O=C(/C=C/c1ccc(F)cc1)N1CCCc2ccccc21
-3	22	-2	1	-22	-5	-3	-16	2	CN1CCN(c2ccc(Cl)cc2NC(=O)C2COc3ccccc3O2)CC1 (centres undefined)
0	-43	-35	-30	5	-4	4	-7	0	Cc1ccc(-c2nc(NC(=O)c3ccc(S(=O)(=O)N(CCC#N)CCC#N)cc3)sc2-c2ccccc2)cc1
-1	-4	4	-1	-2	9	9	-4	23	Cc1ccc(-c2nnn(CC(=O)N(c3cccc(F)c3)C(C(=O)NC(C)(C)C)c3ccco3)n2)o1 (centres undefined)
1	1[fluorescence artefact?]	1	1	0	5	18	-2	1	C=CCNS(=O)(=O)CC12CCC(CC1=O)C2(C)C (centres undefined)

Continued:
Wee1 stabilizer	14-3-3 Bad inh	Runt-SMMHC FRET	Runt-CBFb FRET	FXIa inh	thrombin 1536	FXIIa inh 1536	hK5 inh	Hck-Nef inh	Molecule
-3	-21	-3	0	5	-6	14	8	-1	COc1nccnc1NS(=O)(=O)c1ccc(NC(=S)NC(=O)c2ccc(F)cc2)cc1
-3	-12	-2	0	-4	-18	0	1	19	CNC1=CC(=O)CC(c2ccccc2)C1 (centres undefined)
-1	18	-4	-5	7	-7	11	-76	2	COC(=O)Cc1ccc(NC(=S)NNC(=O)c2ccccc2Br)cc1
-4	-3	-3	-2	-1	1	5	2	5	O=C(OCC(=O)N1CCC(Cc2ccccc2)CC1)c1ccccc1
3	-14	-1	1	-8	-2	6	2	23	O=C(NC(=S)Nc1ccc(Br)cn1)c1cccs1
-1	1[fluorescence artefact?]	-6	-1	13	-7	16	-15	1	CCc1ccc2c(c1)cc(CN(C(=S)Nc1ccccc1)C1CC1)c1nnnn12
2	-6[fluorescence artefact?]	-2	2	7	-5	5	-21	-1	Cc1noc(C)c1C(=O)NCCc1ccccc1
0	-6[fluorescence artefact?]	1	0	2	-1	9	-1	0	Cc1ccc(S(=O)(=O)CC2CSc3nc(N)cc(=O)n32)cc1 (centres undefined)
0	-16	-2	-3	-3	6	4	-7	-5	Cc1cccc(C)c1OCC(=O)Nn1c(=O)[nH]c2ccccc2c1=O
-3	-4[fluorescence artefact?]	-2	0	1	-10	5	-5	3	O=C(NC1CCCCC1)C12CC3CC(CC(Cl)(C3)C1)C2
2	-9	4	1	7	0	10	-1	-1	CN1CCN(c2ccc(S(=O)(=O)N3CCCCC3)cc2NC(=O)c2cccc([N+](=O)[O-])c2)CC1
0	-19	34	25	0	-9	6	-5	13	O=C(Nc1ccc(F)cc1)C1=CC(=O)N2CCN=C2S1
0	2	3	2	-3	3	1	-7	10	O=C(CCc1ccccc1)Nc1nnc(-c2ccc3c(c2)OCCO3)o1
3	-6	-6	3	0	-11	-1	-12	-1	CCCCCC(=O)N1CCCC1
1	.	-2	-3	-8	-3	-17	-33	66*	COc1ccc(-c2oc3ncnc(NCCN4CCOCC4)c3c2-c2ccc(OC)cc2)cc1
-4	10	-11	2	3	-1	16	-3	-1	COc1ccc(-c2csc(-n3ncc(-c4cccs4)c3N)n2)cc1
2	1	-3	7	-35	-5	2	3	3	Cc1ccsc1/C=N/NC(=O)CSCc1ccc(Cl)cc1
-3	4	-8	-2	5	.	10	0	20	Cc1cc(O)ccc1N1C(=O)c2cccc3cc([N+](=O)[O-])cc(c23)C1=O
1	10	2	-1	5	-2	7	4	25	COc1ccc(CCn2c(C3CCCCC3)nc3c(c(=O)c4ccccc4n3C)c2=O)cc1
-4	-6	0	0	1	-4	5	4	-10	CC(C)(C)NC(=O)NC(=O)CSc1nncs1
3	-8	3	0	-8	-4	8	-275	0	CCCn1c(Nc2nc3ccccc3n2C)nc2ccccc21
.	1	-2	0	0	12	19	14	-1	COC(=O)CCCC1=CC2=CC(=O)C(C)(OC(=O)c3cccs3)C(=O)C2=CN1C1CCCCC1 (centres undefined)

From PubChem BioAssay
